High-throughput results (PubChem BioAssay)
OXTR agonist: human OXTR agonists, primary screen, fluorescence, CHO-OTR cells, Fluo-8 calcium | AID 2435, 2010 | Fluo-8 calcium fluorescence; normalized: DMSO 0%, oxytocin 100% | 320,000 compounds, 0.32% hits | activation, % at 3 µM;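 active means activation above the mean of all tested compounds plus 3 SD, cutoff set per screening run, cut at about 20% in these data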;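 further: peak over basal fluorescence ratio from a 100 s FLIPR kinetic read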
Target sequence (P30559 whole entry, looked up): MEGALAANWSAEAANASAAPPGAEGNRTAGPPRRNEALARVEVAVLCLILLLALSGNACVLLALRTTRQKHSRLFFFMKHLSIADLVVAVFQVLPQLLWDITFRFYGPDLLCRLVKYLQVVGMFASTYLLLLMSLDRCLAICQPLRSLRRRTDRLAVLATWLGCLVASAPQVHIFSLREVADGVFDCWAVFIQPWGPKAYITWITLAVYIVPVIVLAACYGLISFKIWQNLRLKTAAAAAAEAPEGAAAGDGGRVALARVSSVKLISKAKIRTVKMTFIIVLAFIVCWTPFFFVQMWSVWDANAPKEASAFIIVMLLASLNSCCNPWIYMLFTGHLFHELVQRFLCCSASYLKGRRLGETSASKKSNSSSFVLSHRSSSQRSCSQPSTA
CHO-K1 Ca antag: counter-screen for M1 antagonists: effect in parental CHO-K1 cells; 360,000 compounds, 0.6% hits; AID 602250; ATP-induced calcium, Fluo-8 fluorescence; inhibition, % at 3 µM;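 active means inhibition above a per-plate cutoff, the plate's mean sample inhibition plus 3 SD, cut at about 24% in these data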;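 further: 0% = DMSO plus EC80 ATP and 100% = DMSO alone without ATP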
GPR7 antag: GPR7 receptor antagonists, primary screen, cell-based, fluorescence, single concentration. AID 1861, 2009. 290,000 compounds, 1.1% hits. inhibition, % at 4.4 µM. GPR7-expressing cells, fluorescence antagonist assay. Neuropeptides B/W receptor type 1 (Homo sapiens), P48145; in the data active means inhibition above about 16%, passing the limit was not always enough;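 further: cells stimulated with the agonist NPW; 0% = agonist with vehicle and 100% = vehicle without agonist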
Target sequence (P48145 whole entry, looked up): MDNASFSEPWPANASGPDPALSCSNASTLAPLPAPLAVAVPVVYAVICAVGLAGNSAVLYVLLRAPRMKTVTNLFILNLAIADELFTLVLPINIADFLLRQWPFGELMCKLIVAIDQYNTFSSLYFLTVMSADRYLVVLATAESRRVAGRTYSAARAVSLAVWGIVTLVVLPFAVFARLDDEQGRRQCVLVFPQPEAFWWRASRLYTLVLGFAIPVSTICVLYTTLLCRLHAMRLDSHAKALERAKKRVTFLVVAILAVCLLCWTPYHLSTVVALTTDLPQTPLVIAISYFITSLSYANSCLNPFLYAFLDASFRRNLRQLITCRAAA
M1 PAM parental: nonselective calcium activators in parental CHO-K1 cells, primary screen, counter-screen for M1 PAM project, cell-based, Fluo-8 calcium fluorescence, full deck, 1536-well; AID 602247, 2012; ATP EC20; 0% at ATP EC20, 100% at ATP max; activation, % at 3 µM; 360,000 compounds, 0.02% hits;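 active means activation above the run cutoff, the mean activation of all test compounds plus 3 SD, cut at about 40% in these data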;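 further: peak over basal fluorescence ratio in a 140 s read after ATP addition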
CHO-K1 Ca ag: counter-screen for M1 agonists: effect in parental CHO-K1 cells | Fluo-8 calcium fluorescence; scaled to maximal ATP response, vehicle zero | activation, % at 3 µM | 360,000 compounds, 0.48% hits | AID 602248, 2012; in the data active means activation above about 15%;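 further: untransfected CHO-K1 host cells lacking M1 receptor as counterscreen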
TAAR1 antagonist: human TAAR1 antagonists, primary screen, Fluo-8 calcium fluorescence, CHO RD-HGA16 cells. 360,000 compounds, 1.5% hits. Trace amine-associated receptor 1 (Homo sapiens), Q96RJ0. inhibition, % at 3 µM. antagonist;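 active means inhibition above a per-plate cutoff, the mean inhibition of test compounds on that plate plus 3 SD, cut at about 49% in these data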;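 further: 0% = DMSO plus EC80 beta-PEA response and 100% = DMSO alone without agonist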
Target sequence (Q96RJ0 whole entry, looked up): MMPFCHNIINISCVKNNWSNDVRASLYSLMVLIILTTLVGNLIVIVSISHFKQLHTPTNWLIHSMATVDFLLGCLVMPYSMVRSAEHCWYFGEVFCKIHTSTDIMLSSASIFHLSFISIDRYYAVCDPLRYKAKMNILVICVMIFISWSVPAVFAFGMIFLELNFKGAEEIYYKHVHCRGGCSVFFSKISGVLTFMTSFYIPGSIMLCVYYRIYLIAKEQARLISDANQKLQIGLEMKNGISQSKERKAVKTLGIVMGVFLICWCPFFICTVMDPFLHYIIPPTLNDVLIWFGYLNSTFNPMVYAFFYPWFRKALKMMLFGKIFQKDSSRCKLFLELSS
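Assay system: RD-HGA16 CHO cells with stable hTAAR1 and Gα16 / Reagent: EC80 β-phenethylamine stimulus / Doses: 3 µM, single point / Timing: dye loading 75 min at 37 °C, then 30 min room temperature / Measured by: Fluo-8 intracellular calcium dye fluorescence, real-time kinetic reads / Controls: vehicle wells and EC80 agonist wells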
V1R ag counter: agonists of human V1a receptor, primary screen, counter-screen for OXTR agonist project, fluorescence, CHO-V1R cells; 320,000 compounds, 0.25% hits; Fluo-8 calcium fluorescence, agonist mode; 0% DMSO, 100% 3 nM vasopressin; activation, % at 3 µM;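 active means activation above the mean activation of all tested compounds plus 3 SD, per screening run, cut at about 20% in these data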;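 further: signal is peak over basal fluorescence ratio across a 100 second FLIPR read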
CHO parental Ca: ATP-evoked calcium signal inhibitors, parental CHO, primary screen, counter-screen for OX1R antagonist project, cell-based, fluorescence, Fluo-8 calcium dye; parental CHO-K1, ATP-induced calcium, Fluo-8 fluorescence; inhibition, % at 5.6 µM; 330,000 compounds, 0.63% hits; AID 463079, 2010;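 active means inhibition above that plate's mean sample inhibition plus 3 SD, cut at about 26% in these data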;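 further: 0% = ATP-challenged DMSO wells and 100% = DMSO wells without ATP; some compounds past the cut are filed as inactive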
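Assay system: untransfected parental CHO cell line. Also added: ATP agonist challenge. Dosing: one dose, 5.6 µM nominal. Measured by: Fluo-8 fluorescence. Read-out: % inhibition. Benchmarks: ATP wells versus no-ATP DMSO wells. Repeats: no replicates.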
OXTR potentiator: human OXTR potentiators, primary screen, fluorescence, CHO-OTR cells, Fluo-8 calcium; Fluo-8 calcium fluorescence, potentiator mode; 0% = oxytocin EC15, 100% = EC100; activation, % at 3 µM; 320,000 compounds, 0.061% hits; Oxytocin receptor (Homo sapiens), P30559;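 active means activation above that plate's cutoff, the mean activation of tested compounds plus 3 SD, cut at about 6.6% in these data, passing the limit was not always enough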;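 further: 100% uses oxytocin at 75 nM as the full agonist control; some results filed as inactive read as strong as hits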
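Assay system: CHO cell line stably expressing human OTR | Also added: Oxytocin at about EC15, sub-maximal agonist stimulus | Times: Compound 6 min at room temperature before oxytocin, 100 s read | Measured by: Fluo-8 intracellular calcium fluorescence, ex 470-495, em 515-575 nm | Controls: EC15 oxytocin alone as 0%, 75 nM oxytocin as 100%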
* marks the source's active call; other numbers are inactive results; . = no result given.

SMILES	OXTR agonist	CHO-K1 Ca antag	GPR7 antag	M1 PAM parental	CHO-K1 Ca ag	TAAR1 antagonist	V1R ag counter	CHO parental Ca	OXTR potentiator
Cc1ccc(-c2nc(=O)[nH]c3ccc(Br)cc23)cc1	.	-9	-28	10	0.0	-8	.	.	.
COc1ccc(C(=O)NNC(=O)CNC(=O)C2CCCCC2)cc1	0.9	-13	-11	12	0.9	-20	0.5	12	3
CC(C)C(=O)N1CCCC1(C)C(=O)NCc1ccccn1 (stereo not drawn)	.	-12	.	3	0.7	-3	.	.	.
Cc1ccc(C(=O)NC(C)c2ccccc2)cc1S(=O)(=O)N1CCOCC1 (stereo not drawn)	-0.6	8	-6	-26	0.4	-4	-0.6	-2	0
CCOc1ncccc1C(=O)N1CCN(C(=O)c2ccccc2)CC1	-0.2	2	-8	3	0.6	-3	1.2	-1	-5
C#CCOCCOCCOCCNc1nc(N2CCN(C(=O)[C@H]([C@@H](C)O)n3cc(CCCCN)nn3)CC2)nc(N2CCN(C(=O)[C@H](C)n3cc(CCCN=C(N)N)nn3)CC2)n1	0.9	18	15	-19	-0.2	.	0.3	6	-2
COc1cc(C(=O)Oc2cc(C)[nH]c(=O)c2[N+](=O)[O-])cc(OC)c1OC	1.5	16	-13	11	-0.1	4	0.4	-7	0
COc1ccccc1NS(=O)(=O)c1ccc(NC(=O)c2[nH]nc(OC)c2[N+](=O)[O-])cc1	.	-13	-14	15	2.2	-6	.	.	.
CC(=O)CSc1ncnc2c1cnn2-c1ccccc1	8.5	-7	1	8	0.8	9	1.4	-1	-11
C[C@H]1CN([C@@H](C)CO)C(=O)CCCn2nncc2CO[C@H]1CN(C)C(=O)c1ccncc1	.	3	.	-4	0.6	2	.	.	.
COc1cccc(CNC(=O)C(=O)NCC(c2ccco2)N2CCOCC2)c1 (stereo not drawn)	0.9	-7	-9	8	0.5	-2	0.7	-18	-3
CCC1CCCCN1C(=O)c1ccccc1OC1CCN(S(C)(=O)=O)CC1 (stereo not drawn)	0.3	6	4	-11	-0.2	-1	-0.7	-17	2
CCc1ccc(N2CC(O)=C(c3nc4ccccc4c(=O)[nH]3)C2=N)cc1	-0.7	-6	-6	7	0.0	14	0.6	8	-11
COC(=O)CC1COc2ccccc2N1C(=O)c1cccc(C(F)(F)F)c1 (stereo not drawn)	-0.5	-15	-2	16	0.3	-4	-1.7	-13	-4
Cc1cc(C)nc(NC(=O)NC(=O)c2ccccc2)n1	-0.9	-11	-13	10	0.3	3	0.2	-10	-4
O=C(CSc1nnc(Nc2ccccc2)s1)NC1CC1	-0.7	-4	.	-2	0.3	-7	1.2	2	-9
COc1ccc(OCc2nnc(SCC(=O)Nc3ccc(C)cc3)o2)cc1	0.7	-1	3	12	0.4	-7	0.2	7	-5
COc1ccccc1S(=O)(=O)Cc1ccc(C(=O)N2CCOCC2)o1	0.6	-2	-14	11	0.0	1	1.7	1	-8
O=C(CN1CCN(C(=O)c2ccco2)CC1)Nc1ccc(Cl)c(S(=O)(=O)N2CCOCC2)c1	-0.1	-15	-14	1	2.0	-25	1.6	0	0
CCN1C(=O)[C@H]2[C@@H](c3ccc(OC)cc3)N[C@]3(CCCN(Cc4ccco4)C3=O)[C@H]2C1=O	.	2	.	4	0.2	7	.	.	.
O=C(CCNS(=O)(=O)c1ccc(Br)cc1)NCCc1ccccc1	1.4	-8	-2	2	3.5	-24	2.5	-4	-17
COc1ccc(S(=O)(=O)NCC(=O)N(CC(=O)NCC2CCCO2)Cc2ccccc2)cc1 (stereo not drawn)	-0.1	-12	-5	1	0.9	-2	-1.3	-16	3
CC(=O)Nc1cc2c(cc1Cl)-c1ccccc1C2O (stereo not drawn)	.	3	.	-9	-0.1	-11	.	.	.
O=C(NC1CCCCCC1)C1c2ccccc2C(=O)N1Cc1cccnc1 (stereo not drawn)	-1.1	-9	9	13	2.8	2	0.4	-19	1
CCOC(=O)C1(S(=O)(=O)c2ccc(Cl)cc2)CCN(Cc2ccc(Cl)cc2)CC1	-1.2	9	-14	-5	-0.1	-4	-0.8	-15	-9
CCOCCCNc1nc2nc3ccc(C)cn3c(=O)c2cc1C(=O)NCC1CCCO1 (stereo not drawn)	0.7	-8	4	15	0.0	18	-0.8	11	4
COc1cccc(OC)c1NC(=O)c1ccc(-c2cc(Cl)ccc2Cl)o1	.	10	.	-12	-0.2	23	.	.	.
[O-][n+]1cccc(C(O)c2ccccc2)c1 (stereo not drawn)	-0.3	-16	-13	31	0.8	-18	0.9	-3	-3
COc1ccc(-c2noc(CN(C(=O)c3c(-c4ccccc4Cl)noc3C)C(C)C)n2)cc1	-0.3	-2	2	4	1.6	27	0.7	-16	-12
CC(=O)c1c(C(=O)O)[nH]c(C(=O)O)c1C	-0.2	9	-12	12	12	-2	-0.4	-3	-15
CC1CCCCC1NC(=O)c1nn(C)c2c1CS(=O)(=O)c1ccccc1-2 (stereo not drawn)	4.5	-9	-9	16	6.9	14	8.8	-9	-3
O=C(c1ccccc1NS(=O)(=O)c1ccc(Br)cc1)N1CCOCC1	.	-10	-4	8	0.6	5	.	.	.
C=CCn1c(Sc2ncc([N+](=O)[O-])s2)n[nH]c1=O	0.2	-5	0	-3	0.1	-12	0.5	11	11
O=C(C(=O)N1CCN(c2ccccc2)CC1)c1c[nH]c2ccccc12	2.5	-10	3	1	1.1	-5	0.2	-26	-16
C[C@@H]1CN([C@@H](C)CO)C(=O)c2cc(Br)cnc2O[C@H]1CN(C)C(=O)Nc1ccccc1	.	-9	.	11	0.4	-1	.	.	.
Cc1ncc([N+](=O)[O-])n1CC(=O)Nc1ccccc1	1.1	-5	8	10	-0.4	-3	0.2	-6	-4
O=C(NCC1CCCO1)c1cc(S(=O)(=O)N2CCCC2)c(Cl)cc1Cl (stereo not drawn)	-0.1	-11	-11	17	0.4	-9	0.0	-20	-15
O=C(N/N=C/c1cccn1-c1ccccc1)c1ccncc1	0.1	-8	4	13	1.1	7	0.0	-4	-6
CCOC(=O)C1(Cc2ccccc2C)CCCN(Cc2ccc(NC(C)=O)cc2)C1 (stereo not drawn)	1.1	-10	-2	17	5.2	27	1.2	-12	-25
CCC(c1nnnn1Cc1ccc2c(c1)OCO2)N1CCN(c2ccc(OC)cc2)CC1 (stereo not drawn)	2.4	10	1	-3	2.2	7	4.8	18	-24
Cc1ccc2c(c1)sc(=NC(=O)C1CC1)n2C	-1.8	-4	4	9	0.1	-20	-0.5	-18	12
N=C1C(c2nc(-c3ccc(Br)cc3)cs2)=C(O)CN1NC(=O)c1ccc([N+](=O)[O-])cc1	0.7	12	-13	17	-0.7	-18	0.1	3	-4
Cc1ccc(-n2c(C)nnc2SCC(=O)NC2CCCC2)cc1	0.1	-17	4	29	1.4	-2	-0.1	-3	-6
O=C(CC1S/C(=N/N=C2CCCCCC2)NC1=O)Nc1ccccc1C(F)(F)F (stereo not drawn)	0.4	-11	-16	11	1.8	-14	0.8	-13	-5
COc1cc(OC)cc(C(=O)NCC(=O)NCCN2C(=O)S/C(=C\c3ccccc3Cl)C2=O)c1	1.3	-14	.	8	4.4	16	4.4	-25	-1
CCOc1ccccc1NC(=O)NC1Cc2ccccc2C1	-1.0	-1	-3	-8	-0.4	.	-0.1	1	-14
CCOC(=O)Cc1csc(NC(=O)C(C)(C)C)n1	-1.1	11	-2	-11	0.2	19	1.1	1	-6
O=C1/C(=C/c2ccc(O)cc2)CCc2ccc([N+](=O)[O-])cc21	3.2	4	-4	3	1.3	1	2.9	3	-3

As entered above:
`N=C1C(c2nc(-c3ccc(Br)cc3)cs2)=C(O)CN1NC(=O)c1ccc([N+](=O)[O-])cc1` in CHO-K1 Ca ag has -0.7
`O=C(NCC1CCCO1)c1cc(S(=O)(=O)N2CCCC2)c(Cl)cc1Cl` (stereo not drawn) in CHO-K1 Ca ag has 0.4
`Cc1ccc(-n2c(C)nnc2SCC(=O)NC2CCCC2)cc1` in CHO parental Ca has -3
`Cc1ccc2c(c1)sc(=NC(=O)C1CC1)n2C` in CHO parental Ca has -18

3 of the entries above in order of the TAAR1 antagonist value, lowest first:
Structure | TAAR1 antagonist
O=C(CC1S/C(=N/N=C2CCCCCC2)NC1=O)Nc1ccccc1C(F)(F)F (stereo not drawn) | -14
CCC(c1nnnn1Cc1ccc2c(c1)OCO2)N1CCN(c2ccc(OC)cc2)CC1 (stereo not drawn) | 7
CCOC(=O)C1(Cc2ccccc2C)CCCN(Cc2ccc(NC(C)=O)cc2)C1 (stereo not drawn) | 27

Later entries.
SMILES	OXTR agonist	CHO-K1 Ca antag	GPR7 antag	M1 PAM parental	CHO-K1 Ca ag	TAAR1 antagonist	V1R ag counter	CHO parental Ca	OXTR potentiator
CC(C)(C)C(=O)CN1C2=NCCCN2c2ccccc21	-0.3	-3	0	7	0.5	-22	-0.6	4	-10
O=C(NNC(=O)C1CC1)c1cccc([N+](=O)[O-])c1	.	-3	-9	15	2.1	-23	.	.	.
CC1Cc2cccc3c(O)c(C(=O)c4nn[nH]n4)c(=O)n1c23 (stereo not drawn)	0.5	0	0	6	-0.3	-16	1.0	-1	-2
CCC(=O)N(Cc1ccc(C)cc1)Cc1cc2cc3c(cc2[nH]c1=O)OCO3	0.4	-11	2	14	0.5	15	0.7	-18	-6
CN1CCN(CCC=C2c3ccccc3Sc3ccc(S(=O)(=O)N(C)C)cc32)CC1	3.2	-3	.	-3	2.2	5	3.0	-6	-9
COc1ccc(NC(=O)C(c2ccccn2)N(C(C)=O)c2ccc(C)cc2)cc1 (stereo not drawn)	0.0	20	-12	-9	-0.1	0	1.8	-13	-5
COc1ccc2c(c1)-c1c(sn(-c3ccccc3)c1=S)C(C)(C)N2	-1.5	-6	-20	12	0.1	-21	-0.7	10	-4
Cn1nc(-c2ccccc2)cc1NC(=O)Nc1ccc(F)cc1	5.2	5	-5	4	7.8	10	3.7	-17	-1
CC(OC(=O)c1ccccc1O)C(=O)Nc1ccc(Cl)cn1 (stereo not drawn)	-0.7	-5	3	-1	1.0	-7	-0.2	-14	-3
COc1ccc(CCNC(=O)C(=O)NCC2CCCN2S(=O)(=O)c2cc(C)ccc2C)cc1 (stereo not drawn)	-0.4	4	.	-11	8.6	73*	0.5	-25	-3
CCOC(=O)c1c(NC(=O)c2nc3n(n2)C(C(F)F)CC(C)N3)sc2c1CCCC2 (stereo not drawn)	-0.7	-27	0	24	0.2	6	-0.2	-18	-1
CCOc1ccc(N/C(SCc2cccc([N+](=O)[O-])c2)=C(/C#N)C(N)=O)cc1	-0.4	-2	-8	-10	-0.3	-28	-0.9	-1	0
